HTT cytoprotect: protects HTT-Q103 PC12 cells, measured by ATP; 0.14% of 230,000 active; Potency, µM (series often up to 56.4 µM), for the others: cytoprotection (ATP increase), actives largely listed as activators; PC12 HTT-Q103 induced, cytoprotection, ATP luminescence, 40 h;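 note: % of control where 0% means no effect; nearly all actives have a fitted effect of over 45% in size; toxic huntingtin expression switched on by the ecdysone agonist tebufenozide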
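Quantitative HTS on tebufenozide-induced (100 nM) PC12 cells expressing HTTQ103 exon 1–GFP; compounds tested as a concentration series; survival measured via cellular ATP.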
Tau fibril FP: tau fibrillization inhibition (FP); K18 P301L tau heparin fibrillization, Alexa594 FP, 6 h; Potency, µM (doses to about 57.7 µM), inactives show at the top dose activity, negative = inhibition, hits mostly inhibitors; 0.39% of 280,000 active; note: % is set by controls: 0 for no effect and ±100 for the full control effect; nearly all actives have a fitted effect of over 55% in size
Target sequence (P10636 561-689 P618L limits assumed): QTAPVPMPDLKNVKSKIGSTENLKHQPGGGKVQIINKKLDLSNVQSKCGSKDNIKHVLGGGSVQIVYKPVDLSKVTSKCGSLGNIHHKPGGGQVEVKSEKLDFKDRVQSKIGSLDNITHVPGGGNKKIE
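Compound effects on tau fibrillization are measured by Alexa 594 fluorescence polarization (ex 555, em 632 nm). K18 P301L tau is used at 15 uM with 0.24 uM labeled tracer, and 20 uM heparin induces aggregation over 6 hr at 37 C.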
HTT aggregate: inhibitors of mutant huntingtin aggregate formation in PC12 cells; PC12 HttQ103-GFP aggregates, Acumen cytometry, 40 h; Potency, µM (titrated, usually from 46.1 µM), inactives show at the highest dose activity change, negative = inhibition, hits mostly inhibitors; 1.1% of 220,000 active; AID 1688; note: % is set by controls: 0 for no effect and ±100 for the full control effect; nearly all actives have a fitted effect of over 60% in size
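Compounds (qHTS titration) were added to PC12 cells expressing an ecdysone-driven HTT exon 1 Q103–GFP fusion after induction with 100 nM tebufenozide. Aggregate formation was measured as GFP objects in cell lysates.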
KDM4E inh: JMJD2E (human) inhibition; B2RXH2; JMJD2E catalytic domain, FDH-coupled NADH fluorescence (FDH is formaldehyde dehydrogenase); Potency, µM (highest dose often 57.1 µM), inactives show at the highest dose activity change, negative = inhibition, actives largely listed as inhibitors; 1.6% of 230,000 active; active = well fitted inhibition curve with a large enough effect, not every such curve was filed as active; inconclusive = small, poorly fitted or top-dose-only effect, or another doubt; inactive = no such curve, though single readings can be large or run the other way;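 note: 0% = wells with enzyme and -100% = buffer wells without enzyme; nearly all actives have a fitted effect of over 50% in size; many of its hits are not listed in these tables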
Target sequence (B2RXH2 1-337 limits assumed): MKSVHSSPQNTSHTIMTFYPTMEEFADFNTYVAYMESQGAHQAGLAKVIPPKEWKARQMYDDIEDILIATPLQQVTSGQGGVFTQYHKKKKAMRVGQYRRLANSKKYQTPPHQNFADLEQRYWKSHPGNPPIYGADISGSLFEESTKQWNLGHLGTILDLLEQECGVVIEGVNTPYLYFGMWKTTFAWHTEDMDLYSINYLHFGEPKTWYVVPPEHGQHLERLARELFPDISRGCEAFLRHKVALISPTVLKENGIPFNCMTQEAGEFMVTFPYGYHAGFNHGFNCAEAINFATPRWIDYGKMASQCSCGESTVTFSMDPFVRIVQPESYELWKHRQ
SMN2 splice enh: enhancers of SMN2 splice variant expression; 2.8% of 210,000 active; AID 1458; Potency, µM (doses to about 46.1 µM), for inactives: at the top dose activity change, positive = activation, usual class: activators; HEK293 SMN2-luciferase splicing reporter, luminescence, 30-36 h; note: % of control where 0% means no effect; nearly all actives have a fitted effect of over 55% in size
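HEK293 cells carry an SMN2 minigene-luciferase reporter in which exon 7 inclusion puts luciferase in frame. Cells were seeded at 2000 cells/well, attached for 10-12 hours, then exposed to compounds for 30-36 hours at 37C before ONE-Glo luminescence.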
Tau ThT inhib: blocks human tau fibril formation measured by thioflavin T; P10636; recombinant tau K18 P301L, heparin-induced fibrillization, ThT fluorescence; Potency, µM (series often up to 57.4 µM), without a hit: at the highest dose activity, negative = inhibition, usual class: inhibitors; 2.1% of 270,000 active; AID 1460; note: % is set by controls: 0 for no effect and ±100 for the full control effect; nearly all actives have a fitted effect of over 55% in size
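Heparin-induced fibrillization of the P301L-mutant K18 repeat-domain fragment of human tau was followed by ThT binding in quantitative high-throughput format.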
Tau fluor counter: counter-screen for tau fibril formation inhibitors; tau K18 P301L (four-repeat tau fragment) Alexa594 fluorescence, heparin fibrillization; Potency, µM (highest dose often 57.7 µM), for inactives: top-dose activity change, negative = decrease; 0.93% of 280,000 active; note: % is set by controls: 0 for no effect and ±100 for the full control effect; nearly all actives have a fitted effect of over 55% in size
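Human K18 P301L tau (15 uM unlabeled plus 0.24 uM Alexa 594-labeled, final) in 100 mM sodium acetate pH 7 was mixed with compound and 20 uM heparin and incubated 6 hr at 37 C.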
ALDH1A1 block: ALDH1A1 (human) enzyme inhibition; Purified ALDH1A1, NADH fluorescence, propionaldehyde substrate; Potency, µM (highest dose often 75.3 µM), without a hit: at the highest dose activity, negative = inhibition, most hits filed as inhibitors; 7.3% of 220,000 active; AID 1030; active = well fitted inhibition curve with a large enough effect, not every such curve was filed as active; inconclusive = small, poorly fitted or top-dose-only effect, or another doubt; inactive = no such curve, though single readings can be large or run the other way;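 note: plate controls were no enzyme wells and a reference inhibitor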
Target sequence (P00352 whole entry, looked up): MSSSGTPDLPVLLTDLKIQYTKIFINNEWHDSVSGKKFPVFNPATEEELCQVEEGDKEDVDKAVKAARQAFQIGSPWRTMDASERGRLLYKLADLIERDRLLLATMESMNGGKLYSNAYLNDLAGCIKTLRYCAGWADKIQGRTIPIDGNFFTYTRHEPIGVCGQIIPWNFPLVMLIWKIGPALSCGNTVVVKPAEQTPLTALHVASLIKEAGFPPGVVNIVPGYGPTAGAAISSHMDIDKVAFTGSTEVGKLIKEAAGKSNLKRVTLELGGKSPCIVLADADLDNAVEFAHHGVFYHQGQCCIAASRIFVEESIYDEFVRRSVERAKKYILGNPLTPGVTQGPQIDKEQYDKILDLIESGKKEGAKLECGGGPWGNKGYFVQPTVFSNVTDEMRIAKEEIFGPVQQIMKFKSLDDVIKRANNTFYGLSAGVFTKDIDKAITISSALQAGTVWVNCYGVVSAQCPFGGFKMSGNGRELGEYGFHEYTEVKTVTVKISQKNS
* hit, by the source's call; i = inactive; ? = inconclusive; nt = not tested or not shown; [ ] = another dose, or the depositor's remark. Unless noted, calls come from the whole dose curve; as a rule, active = well fitted curve in the direction sought with a large enough effect; inconclusive = small, poorly fitted or top-dose-only effect, or another doubt; inactive = no such curve, though single readings can be large; an effect the other way counts as inactive or inconclusive. Potency is the fitted concentration of half-maximal effect.

SMILES | HTT cytoprotect | Tau fibril FP | HTT aggregate | KDM4E inh | SMN2 splice enh | Tau ThT inhib | Tau fluor counter | ALDH1A1 block
CC(=O)Nc1ccc(SCC(=O)Nc2ccc(Cl)cn2)cc1 | -55%[inhibitor] | -1% | -19% | -8% | -18% | -18% | -9% | -3%
COCc1c(C(=O)Nc2ccc(Cl)cc2F)oc2ccccc12 | -8% | -11% | -2% | -2% | 25% | -11% | -4% | 5%
Cc1ccnc(N/C=C(/NC(=O)c2ccccc2)C(=O)N/N=C\c2ccc(F)cc2)n1 | -5% | 2% | ? | 3% | -13% | -8% | -3% | -1%
O=C1CCCc2c1cc(C(=O)Nc1ccc(Cl)cn1)c(=O)n2-c1ccccc1 | -10% | 10% | -24% | -19% | 2% | -14% | -14% | -9%
CCCc1nc2ccccc2n2c(-c3cccc(C)c3)c3c(=O)n(C)c(=O)n(C)c3c12 | nt | -3% | nt | nt | 3% | ? | -14% | nt
COC(=O)c1cc(NC(=O)/C=C/c2ccccc2)ccc1O | -34%[10 µM] | -5% | 1%[9.22 µM] | -4% | nt | -9% | -12% | 1%
NC(=O)N1CCc2ccccc21 | -19% | -2% | -11% | 5% | -6% | 3% | 4% | 0%
Cc1cc(/C=C\c2ccccc2)nc2ccccc12 | 35%[10 µM] | 0% | 36%[9.22 µM] | ? | nt | ? | -4% | -10%
Cc1ccc(-c2noc(CCCOc3ccc(Cl)cc3Cl)n2)cc1 | 18%[10 µM] | -7% | -2% | 7% | -17% | -16% | -12% | 15%
O=C(c1ccc(F)cc1)c1cn(Cc2ccc(F)cc2)c2cc3c(cc2c1=O)OCCO3 | nt | ? | 3% | 15% | 2% | -9% | -19% | 9%
O=C(Nc1nnc(C2=COCCO2)o1)c1ccc(S(=O)(=O)N2CCCCC2)cc1 | -25% | 5% | -12% | ? | -10% | 0% | -2% | 2%
O=C1CN(C(=O)COC(=O)C2=COCCO2)c2ccccc2N1 | -26% | 1% | -3% | 1% | nt | -7% | -10% | 12%
Cc1ccnc(SCc2cc(=O)c(OC(=O)c3ccc(Br)o3)co2)n1 | 10%[10 µM] | -2% | 4% | 1% | 1% | ? | -15% | 1%
CC(=O)NC12CC3CC(C1)CC(C(=O)OCC(=O)c1ccc4c(c1)OCCO4)(C3)C2 | -33% | 12% | -11% | 1% | -2% | -14% | 0% | ?
CCOC(=O)c1sc(NC(=O)CSc2nnnn2-c2ccc(C)c(C)c2)nc1C | -21% | -6% | 13% | 3% | -12% | -5% | -22% | -12%
Cc1csc(SCC(=O)Nc2nc3ccccc3s2)n1 | -1% | -15% | -25% | 6% | 26% | ? | -26% | ?
CCC(CC)C(=O)Nc1nnc(SCC(=O)NC(C)(C)C)s1 | 6% | 9% | -4% | -1% | 3% | -1% | 0% | 6%
CCC(CC)C(=O)c1c[nH]c(C(=O)NCCOC)c1 | 11% | 0% | 16%[9.22 µM] | -5% | -8% | 1% | 1% | -5%
COC(=O)CN1C(=O)C(O)(CC(=O)c2ccc(C)o2)c2ccccc21 (stereo not given) | -2% | -1% | -23% | 12% | 10% | 1% | -1% | 7.9µM*
O=C(NC1CCN(C(=O)Nc2cccc(F)c2)CC1)C1CCCCC1 | -1% | -12% | -11% | 0% | -12% | -5% | -6% | -3%
COc1ccccc1/C=C/C(=O)OCCN1CCOCC1 | 5%[10 µM] | 3% | 22% | ? | 8% | -9% | -9% | ?
COCCn1c(=O)[nH]c2cc(C(=O)NCCN3CCN(c4ccc(OC)cc4)CC3)ccc2c1=O | 27%[10 µM] | -1% | 2% | -2% | -58%[inhibitor] | 6% | 2% | ?
O=C(CSc1ccsc1[N+](=O)[O-])NCc1ccco1 | 9%[10 µM] | -2% | 12% | 2% | 1% | -14% | -8% | -2%
CC1CCCCC1NC(=S)Nc1ccc(Cl)cc1Cl (stereo not given) | -17% | -1% | ? | 9% | 10% | 4% | 3% | -2%
CCN1CCCC1CNC(=O)CCc1nnc(CCC2CCCCC2)o1 (stereo not given) | 9%[10 µM] | 4% | 3%[9.22 µM] | -9% | 14% | -5% | 4% | 5%
COc1ccc(-c2nn(C)c(=O)c3ccccc23)cc1NC(=O)Cn1nc(-c2ccccc2)c2ccccc2c1=O | -30% | -8% | -3% | ? | -17% | -8% | -16% | ?
CCOC(=O)c1cnc(-c2ccccc2)nc1Oc1ccc(OC)cc1 | 0% | -2% | 17% | -9% | -12% | -5% | -7% | 11µM*
CCOC(=O)c1csc(NC(=O)c2ccc(N3C(=O)CCC3=O)cc2)n1 | 22%[10 µM] | 6% | 12% | 11% | -1% | -4% | -1% | -4%
CS(=O)(=O)N(CC(=O)N1CCN(c2ccccc2)CC1)c1cccc(Br)c1 | 0% | 1% | -5% | 3% | -14% | -8% | -7% | 1%
CCNC(=S)N1CCN(S(=O)(=O)c2ccc(C)cc2)CC1 | 8% | 5% | 1% | 5% | -15% | 5% | 2% | ?
CC(=O)Nc1ccc(Sc2ncnc3scc(-c4ccccc4)c23)cc1 | -1%[10 µM] | ? | -6% | ? | -16% | -11% | ? | -8%
Cc1sc2ncnc(NCCc3ccc(S(N)(=O)=O)cc3)c2c1C | -11% | -1% | 0.71µM* | 3% | -99%[inhibitor] | -12% | -10% | 29%
CC(C)OC(=O)c1ccc(NC(=O)c2ccco2)cc1 | -34% | 2% | -13% | 1% | nt | -12% | -12% | -10%
CCOC(=O)Cn1c(=O)n(C2CCCC2)c(=O)c2ccccc21 | -3% | -4% | 11% | ? | 1% | -2% | -6% | ?
CN(Cc1cccc(Cl)c1Cl)C(=O)c1ccc(NC(=O)CC#N)cc1 | 28%[10 µM] | 11% | 13% | -7% | -8% | -4% | -18% | -15%
CC(NC(=O)CC(O)(C(F)(F)F)C(F)(F)F)c1ccccc1 (stereo not given) | -4% | 1% | -8% | -2% | nt | 14% | 4% | 9%
COc1cc(/C=N/NC(=O)c2cc(-c3ccc4c(c3)OCO4)n[nH]2)ccc1O | 14%[1.9 µM] | 7% | -12% | 2% | 8% | ? | ? | -6%
CCOC(=O)c1c(C)[nH]c(C(=O)COC(=O)CCSc2ccccc2)c1C | -7%[10 µM] | -9% | 15% | -1% | 23% | ? | -10% | ?
O=C(N/C(=C/C=C\c1ccccc1)C(=O)N1CCOCC1)c1ccc(Br)cc1 | 12%[10 µM] | 8% | -9% | ? | 14% | ? | -12% | -8%
CO[C@@H]1COC(=O)[C@H](COCc2ccccc2)NC(=O)C/C=C\[C@@H](C)[C@H](OC)COC(=O)[C@H](COCc2ccccc2)NC(=O)C/C=C\[C@H]1C | 20%[10 µM] | 0%[11.6 µM] | nt | nt | nt | -5%[11.5 µM] | -1%[11.6 µM] | 2%[13.5 µM]
Cc1ccc(C2C=C(c3ccc4c(c3)OCO4)Nc3ncnn32)cc1 (stereo not given) | -18% | 5% | 1% | ? | -3% | -9% | -5% | ?
COc1ccc(-c2ccc(SCC(=O)Nc3nnc(C)s3)nn2)cc1 | -5% | -15% | ? | 3% | ? | -11% | 7% | -7%
CC(=O)Nc1ccc(NCC(O)COc2ccccc2)cc1 (stereo not given) | 11% | 3% | 26% | -2% | 16% | ? | -15% | 8%
CC(=O)NC1C2CN3CCN(C2)CC1(Cc1ccccc1)C3 (stereo not given) | nt | 2% | -1% | -3% | 3% | -4% | -5% | 17%
CCOC(=O)N1CCN(C(=O)COc2ccc(Cl)c(C)c2)CC1 | -6%[10 µM] | -2% | 3%[9.22 µM] | -1% | nt | -15% | -8% | 2%

Entries of single compounds from above. Order of values: HTT cytoprotect	Tau fibril FP	HTT aggregate	KDM4E inh	SMN2 splice enh	Tau ThT inhib	Tau fluor counter	ALDH1A1 block
Entry for CC(=O)Nc1ccc(Sc2ncnc3scc(-c4ccccc4)c23)cc1 = -1%[10 µM]	?	-6%	?	-16%	-11%	?	-8%
Entry for CCOC(=O)Cn1c(=O)n(C2CCCC2)c(=O)c2ccccc21 = -3%	-4%	11%	?	1%	-2%	-6%	?

The results go on.
SMILES | HTT cytoprotect | Tau fibril FP | HTT aggregate | KDM4E inh | SMN2 splice enh | Tau ThT inhib | Tau fluor counter | ALDH1A1 block
CC1(C)Cc2nc3sc4c(SCC(=O)O)ncnc4c3cc2CO1 | -67%[inhibitor][10 µM] | -4% | 1%[9.22 µM] | -11% | nt | -16% | -7% | nt
CC(C)c1ccc(CN2CCN(C(=O)CCl)CC2)cc1 | nt | 0% | ? | -12% | -35%[inhibitor] | 1% | 8% | 0.56µM*
COC(=O)NC(/C(C(=O)OC)=C(\C)NCc1ccccc1)c1ccccc1 (stereo not given) | -28%[10 µM] | -1%[11.6 µM] | nt | nt | nt | -11%[11.5 µM] | -11%[11.6 µM] | 28%[13.5 µM]
CCOC(=O)C1=NO[C@@]2(C=C(Br)C3(OCCCO3)[C@H]3O[C@H]32)C1 | -5%[10 µM] | -5%[11.6 µM] | nt | nt | nt | -12%[11.5 µM] | -5%[11.6 µM] | -12%[13.5 µM]
NNC(=S)NCCc1ccccc1 | 26%[10 µM] | 0% | -1% | -1% | 6% | -14% | -9% | -2%
O=C(CCl)Nc1cc(S(=O)(=O)N2CCOCC2)ccc1N1CCOCC1 | -5% | -6% | 8% | 1% | 2% | -3% | -4% | -5%
CC1CCCN(S(=O)(=O)c2ccc3c(c2)CCN3C(=O)C2CCC2)C1 (stereo not given) | 4% | -2% | -11% | 10% | 11% | -5% | -1% | -5%
COc1ccc(-c2nsc3c(N4CCN(C(=O)c5ccco5)CC4)ncnc23)cc1 | -26% | -4% | -9% | i | -34%[inhibitor] | ? | -21% | ?
O=C(NCc1cccs1)C1CCCN1S(=O)(=O)c1ccccc1F (stereo not given) | 4% | -15% | -1% | 4% | nt | 2% | -2% | -2%
CCN(CC)c1ccc(NC(=O)CCCOc2cccc(C)c2)cc1 | -40%[inhibitor] | ? | 9% | -1% | -8% | ? | -24% | -4%
Cc1ccc(NC(=O)c2cc(N3C(=O)C=CC3=O)ccc2N2CCOCC2)cc1 | -39%[10 µM] | -16% | -29%[9.22 µM] | -2% | nt | -3% | 3% | 0.35µM*
O=C(NCCNC(=O)C(F)(F)F)c1ccncc1 | -1% | 4% | -2% | 3% | nt | -6% | -1% | 2%
CCOC(=O)C/C(C)=N/NC(=O)c1cccs1 | 5% | -3% | -1% | 0% | nt | -13% | -5% | 17%
COc1ccc(-n2c(C)cc(=O)c3c2CC(C)(C)CC3=O)cc1 | -42%[inhibitor] | 2% | -2% | 10% | -12% | 1% | -4% | -1%

Assay outcomes: PubChem BioAssay, National Center for Advancing Translational Sciences (NCATS)

Some of the compounds tested; rates above refer to the full screens.
